HIF-2a block – HIF-2a reporter inhibitors, primary screen, luminescence, 786-0 RCC cells; actives 0.72% (n = 360,000); inhibition, % at 18.8 µM; AID 624352, 2012; 786-0 RCC cells HIF-2a reporter, luciferase luminescence, overnight;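 active = inhibition of the luminescence signal of 40% or more relative to plate controls, in a single-dose primary screen at 18.75 µM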
Shn3 3UTR inh – reduction of Shn3 3'UTR firefly luciferase signal, primary screen, Schnurri-3 inhibitor project, cell-based, Clone20 osteoblasts, set 2 | Clone20 osteoblast Shn3 3'UTR firefly luciferase, 24 h | inhibition, % at 12.5 µM | actives 0.52% (n = 360,000) | AID 588674, 2011;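 active = mean inhibition of at least 75% with every replicate also reaching 75%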;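 also: 0% = median of neutral control wells and 100% = pilot-screen positive control compound; some compounds past the cut are filed as inactive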
Vif imaging – HIV Vif self-association inhibitors, primary screen, imaging, HEK293T, single point; HEK293T cells, Vif self-association by quenched fluorescence, 24 h; inhibition, % at 7.49 µM; actives 0.35% (n = 340,000); AID 602346, 2012; in the data active = inhibition above about 50%, passing the limit was not always enough; also: some results filed as inactive read as strong as hits
CaV13 ICDI inh – Disruptors of the CACNA1D IQ motif to Ca2+-dependent inactivation inhibitor domain association, primary screening, Förster resonance energy transfer in intact living …; inhibition, % at 12.3 µM; HEK cells, CFP/YFP FRET ICDI-IQ, plate reader, 10 min; percent FRET-ratio fall versus neutral wells; actives 0.098% (n = 340,000);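 active = mean replicate inhibition of at least 30% and at least 1% of replicates passing that level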;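 also: 0% = median of the neutral control wells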
NR2E3 ag-1 – NR2E3 agonists in two-hybrid cells, primary screen, cell-based, luminescence, CHO-S, Gal4-NCOR/VP16-NR2E3 | luciferase | inhibition of corepressor binding, % at 3.98 µM | actives 0.35% (n = 360,000) | AID 602229, 2012;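 active = inhibition above the mean of all tested compounds plus 3 SD, cut at about 70% in these data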;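 also: 0% = DMSO with NR2E3 transfected cells and 100% = cells lacking NR2E3 construct; higher means lower luciferase signal from less NR2E3 corepressor binding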
Target sequence (Q9Y5X4 whole entry, looked up, the tested form may be a part): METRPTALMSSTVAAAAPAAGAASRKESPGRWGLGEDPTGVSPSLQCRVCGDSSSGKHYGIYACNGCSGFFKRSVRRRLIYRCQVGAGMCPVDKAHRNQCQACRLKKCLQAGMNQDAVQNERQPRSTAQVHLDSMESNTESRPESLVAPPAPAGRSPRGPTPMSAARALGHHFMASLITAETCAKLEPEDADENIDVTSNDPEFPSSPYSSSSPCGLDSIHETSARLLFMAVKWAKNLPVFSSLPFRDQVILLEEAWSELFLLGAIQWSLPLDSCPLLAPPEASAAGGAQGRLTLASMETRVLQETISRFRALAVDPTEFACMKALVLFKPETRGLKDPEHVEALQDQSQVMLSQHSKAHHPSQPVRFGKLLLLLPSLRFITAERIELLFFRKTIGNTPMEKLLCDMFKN
NR2E3 ag-2 – inhibitors of NR2E3-RetCOR corepressor binding, primary screen, NR2E3 agonist project, biochemical, TR-FRET, GST-NR2E3, biotin-RetCOR; actives 0.12% (n = 320,000); inhibition of corepressor binding, % at 4.78 µM; AID 2300, 2010; 1536-well;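 active = percent inhibition above the cutoff of mean plus 3 SD of all tested compounds, set per screening campaign, cut at about 20% in these data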;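 also: 0% = DMSO wells and 100% = biotin wells as full block of FRET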
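Material: NR2E3–RetCOR corepressor complex / Amount: 1.35 nM GST-NR2E3 / Medium: Tris pH 7.5 / Compound: single nominal compound dose of 4.8 µM / Incubation: 5 h at 4 °C / Technique: TR-FRET, Eu(K)-anti-GST donor, streptavidin-D2 acceptor, ex 340, em 617/671 nm / Read-out basis: percent loss of FRET ratio relative to control wells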
The depositor's hits bear a star; x = no result given.

SMILES	HIF-2a block	Shn3 3UTR inh	Vif imaging	CaV13 ICDI inh	NR2E3 ag-1	NR2E3 ag-2
COC(=O)c1cc(C)nc(Sc2ccccc2N)n1	x	x	x	-4.9	x	0.7
C/C(=N\NC(=O)c1ccccn1)c1ccc(C(=O)O)s1	x	x	x	0.3	x	1.9
Cn1cccc1/C=N/NC(=O)c1sc2cc(Cl)ccc2c1Cl	x	x	x	42.1*	x	1.1
CC1(C)C2CCC1(C)C(OC(=O)CC(=O)O)C2 (stereo unspecified)	x	x	x	-7.2	x	3.1
CCC/C=C(\CCC)C(NC(=O)c1ccc(C(=O)OC)cc1)c1ccc(C(=O)OC)cc1 (stereo unspecified)	x	x	x	-4.6	x	2.2
Cc1ccccc1NC(=O)c1ccc(Cl)c(NC(=O)c2cccnc2)c1	x	x	x	-4.6	x	6.1
CCn1c(C)nc2cc(C(=O)NNC(=O)Nc3ccc(Cl)c(Cl)c3)ccc21	x	x	x	-4.9	x	6.1
O=S(=O)(Nc1nc2ccccc2nc1-[n+]1cccc(N=C([O-])c2ccc(Cl)cc2)c1)c1ccccc1	x	x	x	-4.1	x	2.2
Nc1ccc2nc(-c3ccc(-c4nc5ccc(N)cc5[nH]4)cc3)[nH]c2c1	x	x	x	-27.3	x	23.6*
N#C/C(=C\c1ccc(OCc2ccccc2)cc1)C(=O)Nc1ccc(C(=O)O)cc1	x	x	x	-5.1	x	0.7
Oc1ccc2ccccc2c1CNc1ccc(Br)cc1	x	x	x	-1.8	x	-1.4
COc1ccc(-c2noc(CCC(=O)Nc3nc4ccccc4s3)n2)cc1	x	x	x	-0.8	x	-0.2
O=C(NCc1ccccc1)c1ccc(Cl)cc1	x	x	x	-2.1	x	-0.6
Cc1sc2nc(CN3CCC(C)CC3)nc(Cl)c2c1C	x	x	x	-4.4	x	3.8
COc1cc([N+](=O)[O-])ccc1NC(=O)CSc1nc2ccccc2n1-c1ccccc1	x	x	x	2.9	x	-0.5
COc1cc(OC)c(C2CC(=O)N3CN(c4ccccc4C)CSC3=C2C#N)cc1OC (stereo unspecified)	x	x	x	-4.8	x	2.8
O=C(c1cc2ccccc2c(=O)o1)N1CCCC1	x	x	x	-4.1	x	-0.7
COc1ccc(-n2c(=S)[nH]c3cc(C(=O)Nc4ccccc4OC)ccc3c2=O)cc1	x	x	x	-3.6	x	-7.5
CCC(C)NC(=O)c1cc(Sc2nnc(C)s2)nc2ccccc12 (stereo unspecified)	x	x	x	-2.8	x	-2.1
Cc1ccnc(NS(=O)(=O)c2cc(C(F)(F)F)ccc2Cl)c1	x	x	x	-4.7	x	-2.5
Cc1ccc2nc3n(c(=O)c2c1)-c1ccc(Cl)cc1C(=O)NC3Cc1ccccc1 (stereo unspecified)	x	x	x	-10.0	x	-0.3
COc1ccccc1N1CCN(/N=C/c2ccc(O)c(O)c2)CC1	x	x	x	-6.7	x	-0.5
Cn1c(N)c(C(=O)Nc2ccccc2)c(=O)[nH]c1=O	x	x	x	-8.3	x	-6.7
COc1ccc(-c2nc(NC(=O)CSc3nnc4ccccn34)ns2)cc1	x	x	x	-4.9	x	1.1
Cn1c(/N=C/c2cc(Cl)ccc2O)nc2ccccc21	x	x	x	-7.5	x	1.3

The last 3 entries of the section before lead into the next.
SMILES	HIF-2a block	Shn3 3UTR inh	Vif imaging	CaV13 ICDI inh	NR2E3 ag-1	NR2E3 ag-2
Cn1c(N)c(C(=O)Nc2ccccc2)c(=O)[nH]c1=O	x	x	x	-8.3	x	-6.7
COc1ccc(-c2nc(NC(=O)CSc3nnc4ccccn34)ns2)cc1	x	x	x	-4.9	x	1.1
Cn1c(/N=C/c2cc(Cl)ccc2O)nc2ccccc21	x	x	x	-7.5	x	1.3
C#CCOCCOCCOCCNc1nc(N2CCN(C(=O)C([C@@H](C)CC)n3cc(C(N)COC(=O)C(F)(F)F)nn3)CC2)nc(N2CCN(C(=O)[C@H](Cc3ccc(O)cc3)n3cc(C(N)[C@H](C)CC)nn3)CC2)n1 (stereo partly specified)	x	x	x	-8.2	x	2.8
Nc1c(C(=O)NCCc2ccc(Cl)cc2)sc2ccc(S(=O)(=O)N3CCCCC3)cc12	x	x	x	5.6	x	1.3
CCSCc1nnc(SCC(=O)Nc2nc(C)cs2)n1C	x	x	x	2.1	x	1.5
O=C1C=C(NCc2ccc3c(c2)OCO3)CC(c2ccccc2)C1 (stereo unspecified)	x	x	x	-4.9	x	-3.8
COc1ccccc1CNC(=O)c1cccc(-c2ccc(C)c3ccccc23)n1	x	x	x	-7.7	x	0.1
O=C1CSC(c2cn(-c3ccccc3)nc2-c2cccs2)N1Cc1ccccc1 (stereo unspecified)	x	x	x	-5.1	x	0.0
CCCc1nc2sc3c(=O)[nH]cnc3c2c2c1CCCC2	x	x	x	0.0	x	-1.6
COc1ccc(OC)c(Nc2nnc(C)c(=O)[nH]2)c1	x	x	x	-2.3	x	3.0
O=C1C=CCC(/C=C/c2ccccc2)O1 (stereo unspecified)	x	x	x	-4.3	x	2.4
O=C(C1=C[C@H](c2csc3ccccc23)C[C@H](OCc2ccc(CO)cc2)O1)N1CCCCCCC1	x	x	x	-4.9	x	-0.6
O=C(NCCc1ccccc1)c1ccccc1NC(=O)C1CCCCC1C(=O)O (stereo unspecified)	x	x	x	-5.5	x	3.6
O=C(NCC(=O)N(c1cccnc1)C(C(=O)NC1CCCC1)c1ccc(F)cc1)c1ccco1 (stereo unspecified)	x	x	x	-4.9	x	-3.0
CCOC(OCC)c1cn(Cc2ccc3c(c2)C(=O)c2ccccc2C3=O)nn1	x	x	x	-4.1	x	4.5
C=C(C)c1sc(-c2ccccc2)nc1C	x	x	x	-8.8	x	0.9
NC1=NC(c2cn[nH]c2-c2ccc(F)cc2)n2c(nc3ccccc32)N1 (stereo unspecified)	x	x	x	11.5	x	2.4
CCOc1cc(S(=O)(=O)NCc2ccccn2)c(C)cc1C	x	x	x	-4.7	x	-4.2
COc1ccc(OC)c(N=C2SCCCN2C(=O)c2ccc(N3C(=O)CCC3=O)cc2)c1	x	x	x	-15.9	x	1.3
CNC(=O)c1c(NC(=O)c2ccc(S(=O)(=O)N(C)c3ccccc3)cc2)sc2c1CCN(C(C)C)C2	x	x	x	-4.7	x	1.2
CCOC(=O)/C=c1\s/c(=C\c2sccc2C)c(=O)n1CC(=O)NCc1ccc(C)cc1	x	x	x	-121.0	x	-0.5
CCCC[C@@H]1C[C@H]1[C@@H](NC(=O)c1ccco1)c1ccc(C(=O)OC)cc1	x	x	x	-5.5	x	-1.6
CC(C)c1ccc2c(c1)C(N1CCNCC1)Cc1ccc(F)cc1S2 (stereo unspecified)	x	x	x	-21.7	x	0.5
Cc1nc(C2CCC3C4CCC5=CC(=O)CC[C@]5(C)C4CC[C@]23C)cs1 (stereo partly specified)	x	x	x	-4.3	x	3.2
CC(=O)NC(Cc1ccccc1C)C(=O)NC1CCN(c2ncccc2[N+](=O)[O-])CC1 (stereo unspecified)	x	x	x	-15.4	x	-1.5
COC(=O)[C@@]1(Cc2ccc(F)cc2)[C@H]2c3cc(C(=O)N4CCCC4)n(Cc4ccc(C(F)(F)F)nc4)c3C[C@H]2CN1C(=O)c1ccccc1	x	x	x	-6.2	x	1.4
COc1cccc(N2CCN(c3ncnc4c3[nH]c3ccccc34)CC2C)c1 (stereo unspecified)	x	x	x	-5.4	x	-2.8

Fetched by compound from the list above (3):
SMILES	HIF-2a block	Shn3 3UTR inh	Vif imaging	CaV13 ICDI inh	NR2E3 ag-1	NR2E3 ag-2
O=C(NCCc1ccccc1)c1ccccc1NC(=O)C1CCCCC1C(=O)O (stereo unspecified)	x	x	x	-5.5	x	3.6
COc1cccc(N2CCN(c3ncnc4c3[nH]c3ccccc34)CC2C)c1 (stereo unspecified)	x	x	x	-5.4	x	-2.8
COc1ccc(OC)c(Nc2nnc(C)c(=O)[nH]2)c1	x	x	x	-2.3	x	3.0

The main list resumes with the 2 entries that preceded the break.
SMILES	HIF-2a block	Shn3 3UTR inh	Vif imaging	CaV13 ICDI inh	NR2E3 ag-1	NR2E3 ag-2
COC(=O)[C@@]1(Cc2ccc(F)cc2)[C@H]2c3cc(C(=O)N4CCCC4)n(Cc4ccc(C(F)(F)F)nc4)c3C[C@H]2CN1C(=O)c1ccccc1	x	x	x	-6.2	x	1.4
COc1cccc(N2CCN(c3ncnc4c3[nH]c3ccccc34)CC2C)c1 (stereo unspecified)	x	x	x	-5.4	x	-2.8
COC(=O)[C@@]1(Cc2ccc(F)cc2)[C@H]2c3cc(C(=O)N(C)C)n(Cc4ccccn4)c3C[C@H]2CN1C(=O)c1ccccc1	x	x	x	-5.1	x	0.1
COc1cccc(Cn2c(NCc3ccco3)nc3c2c(=O)n(C)c(=O)n3C)c1	x	x	x	-5.8	x	0.1
O=C1/C(=C/c2cccnc2)CCC/C1=C\c1cccnc1	x	x	x	-4.9	x	-1.8
O=C(CSc1nnc(NC(=O)c2ccccc2Cl)s1)Nc1ccc2c(c1)oc1ccccc12	x	x	x	-3.2	x	1.7
COC(=O)C1=C(C(=O)OC)[C@@H]2Nc3ccccc3[C@@]23C[C@@H](C(=O)OC)N(C(=O)NC2CCCCC2)C3=N1	x	x	x	-10.3	x	2.3
C#CCOCCOCCOCCNc1nc(N2CCN(C(=O)[C@H](CCC(=O)O)n3cc(C(N)Cc4ccc(O)cc4)nn3)CC2)nc(N2CCN(C(=O)[C@H](CCC(=O)O)n3cc(C(N)Cc4ccc(O)cc4)nn3)CC2)n1 (stereo partly specified)	x	x	x	-10.1	x	-0.9
Cc1cccc(OCC(=O)N=Nc2c(O)[nH]c3ccc([N+](=O)[O-])cc23)c1	x	x	x	-5.0	x	-1.6
O=c1c2ccccc2c(C=Nc2ccc(S(=O)(=O)Nc3ncccn3)cc2)c(O)n1-c1cccc(Cl)c1	x	x	x	-4.8	x	-0.2
CCN1C(=O)[C@H]2[C@@H](c3ccc(-c4ccc(F)cc4)c(OC)c3)N[C@@](CC(C)C)(C(=O)OC)[C@H]2C1=O	x	x	x	-4.1	x	1.1
CN1CCN(C(=O)CN(c2ccccc2)S(=O)(=O)N(C)C)CC1	x	x	x	-5.7	x	6.1
O=C(NC1CC1)c1ccc2c(c1)S(=O)(=O)c1cc(Cl)ccc1C2=O	x	x	x	-5.6	x	0.7
Cc1ccc(Cn2nc(C)c(NC(=O)c3cc(-c4ccc5c(c4)OCO5)on3)c2C)cc1	x	x	x	-8.5	x	0.9
CCCOc1ccc(/C(O)=C2/C(=O)C(=O)N(CCOC)C2c2cccnc2)cc1 (stereo unspecified)	x	x	x	-5.7	x	5.0
COc1ccc(C(C)N2CC34C=CC(O3)C(C(=O)OCC(C)C)C4C2=O)cc1 (stereo unspecified)	x	0.6	0.6	x	x	x
Cc1ccc2[nH]c3c(c2c1)CN(C(=O)CN1CCSCC1)CC3	x	-5.2	30.5	x	x	x
COc1cc2nc(-c3ccccc3)nc(N3CCCC3)c2cc1OC	x	-15.3	-12.9	x	x	x
CCNC(=O)c1c(N)sc2c1CCCCC2	x	3.1	4.0	x	x	-0.9
CC(NC(=O)c1ccc(N2CCNCC2)c([N+](=O)[O-])c1)C12CC3CC(CC(C3)C1)C2 (stereo unspecified)	x	-17.0	0.6	x	x	1.1
CCc1cc2c(C)cc(=O)oc2cc1OC(=O)C1CCCN1C(=O)OC(C)(C)C (stereo unspecified)	x	-6.2	-3.4	x	x	0.7
Cc1nc(C)c(C)nc1C	x	3.1	-0.2	x	x	2.4
Nc1nc2ccc(Cl)cc2cc1C(=O)NCc1ccc(Oc2ccccc2)cc1	28.0	x	x	x	95.0*	x
Cc1ccc(Cn2cc(CN3CC(N4CCCC4)CS3(=O)=O)nn2)cc1 (stereo unspecified)	12.6	x	x	x	-21.4	x

Given with values ahead of the structure: part of the list above
HIF-2a block | Shn3 3UTR inh | Vif imaging | CaV13 ICDI inh | NR2E3 ag-1 | NR2E3 ag-2 | compound
x | x | x | 0.3 | x | 1.9 | C/C(=N\NC(=O)c1ccccn1)c1ccc(C(=O)O)s1
x | -15.3 | -12.9 | x | x | x | COc1cc2nc(-c3ccccc3)nc(N3CCCC3)c2cc1OC

Screens from PubChem.

Some of the compounds tested, so the mix of outcomes need not match the whole.
